High-throughput results (PubChem BioAssay)
TRHR ag – TRH receptor (human) agonism. P34981. TRHR cells, calcium flux fluo-8, FDSS agonist mode. activation, % at 2 µM. 360,000 tested, 0.18% active. AID 493084; in the data active = activation above about 30%; note: 0% is about no effect
Target sequence (P34981 whole entry, looked up): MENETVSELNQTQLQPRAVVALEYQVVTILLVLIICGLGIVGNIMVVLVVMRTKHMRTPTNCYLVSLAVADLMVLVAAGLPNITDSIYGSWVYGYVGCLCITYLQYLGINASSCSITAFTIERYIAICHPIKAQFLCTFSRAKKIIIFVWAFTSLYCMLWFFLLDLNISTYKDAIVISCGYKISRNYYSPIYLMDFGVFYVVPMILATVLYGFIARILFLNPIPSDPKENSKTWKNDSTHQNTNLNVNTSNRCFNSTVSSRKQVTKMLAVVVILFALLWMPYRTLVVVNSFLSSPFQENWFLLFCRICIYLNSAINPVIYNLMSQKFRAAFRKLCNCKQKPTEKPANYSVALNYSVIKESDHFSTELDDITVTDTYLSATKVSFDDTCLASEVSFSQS
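Fluo-8-loaded TRHR cells; 10 s baseline, compound added, kinetic Ca2+ fluorescence read 1/s, agonist mode.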
Anesthetic bind – binds horse apoferritin like a general anesthetic; 350,000 tested, 0.074% active; Potency, µM (top dose mostly 77.5 µM), for inactives: at the highest dose activity change, negative = displacement, hits mostly inhibitors; apoferritin/1-aminoanthracene competitive binding, fluorescence; AID 485281; note: potency is the fitted concentration of half-maximal effect; % is set by controls: 0 for no effect and ±100 for the full control effect; nearly all actives have a fitted effect of over 20% in size
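Concentration-response curves derived by four-parameter Hill fitting of normalized fluorescence, where compounds displaced 1-AMA from 10 uM horse apoferritin following a brief 10 min room-temperature incubation; propofol titration acted as positive control.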
Pol kappa inh – blocks human DNA polymerase kappa activity | purified Pol kappa, fluorescent DNA synthesis assay, 10 min | 400,000 tested, 0.53% active | Q9UBT6 | AID 588579 | Potency, µM (titrated, usually from 107 µM), for inactives: at the top dose activity, negative = inhibition, actives largely listed as inhibitors; note: potency is the fitted concentration of half-maximal effect; % is set by controls: 0 for no effect and ±100 for the full control effect
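Pol kappa 10 nM + cpd, 15 min RT; start w/ substrate 50 nM final; fluorescence kinetic read, 0 and 10 min. Neg ctrl: buffer, no enzyme.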
POLI inh – DNA polymerase iota (human) inhibition. Pol iota fluorescent replication assay, 10 min. Q9UNA4. 390,000 tested, 1% active. Potency, µM (top dose mostly 115 µM), without a hit: top-dose activity, negative = inhibition, actives largely listed as inhibitors; note: potency is the fitted concentration of half-maximal effect
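Fluorescent replication assay read twice, at 0 min and 10 min after adding 50 nM (final) substrate. Enzyme (10 nM) and compounds were first incubated 15 min at room temperature; enzyme-free buffer wells were negative controls.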
BLM inh – Bloom syndrome helicase (human) inhibition. P54132. recombinant BLM DNA unwinding, fluorescence dequenching. Potency, µM (titrated, usually from 56.1 µM), inactives show at the highest dose activity change, negative = inhibition, hits mostly inhibitors. 350,000 tested, 0.2% active. AID 2528;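 note: potency is the fitted concentration of half-maximal effect; plate controls were vehicle for no effect and no enzyme for full effect; nearly all actives have a fitted effect of over 35% in size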
Pol beta inh – blocks human DNA polymerase beta activity. Potency, µM (series often up to 114 µM), inactives show top-dose activity change, negative = inhibition, hits mostly inhibitors. AID 485314. 340,000 tested, 1.3% active. P06746. Pol beta primer extension/strand displacement, fluorescence kinetic; note: potency is the fitted concentration of half-maximal effect; % is set by controls: 0 for no effect and ±100 for the full control effect
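Pol beta (10 nM) was preincubated with compound for 15 min at room temperature. The reaction was then started with 50 nM substrate and read immediately and after a further 10 min at room temperature.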
APE1 inh – blocks human APE1 abasic DNA cleavage; Potency, µM (series often up to 65.8 µM), for the others: top-dose activity change, negative = inhibition, most hits filed as inhibitors; AID 2517; 350,000 tested, 0.35% active; P27695; recombinant APE1, TAMRA/BHQ-2 abasic DNA cleavage fluorescence;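 note: potency is the fitted concentration of half-maximal effect; plate controls were vehicle for no effect and reference inhibitor for full effect; nearly all actives have a fitted effect of over 55% in size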
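Activity was derived from the fluorescence gain between first and third kinetic reads (60 s intervals, ex 525/em 598 nm) after 50 nM THF-abasic TAMRA/BHQ-2 duplex was added to 0.75 nM APE1 preincubated 15 min with compound.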
ERG-DNA inh – blocks human ERG Ets domain binding to DNA; P11308; 370,000 tested, 0.028% active; fluorescence polarization, His-ERG Ets domain / labelled DNA; Potency, µM (titrated, usually from 76.9 µM), for inactives: at the highest dose FP activity, negative = inhibition, usual class: inhibitors; active = well fitted inhibition curve with a large enough effect in the polarisation, with a control signal flat; inconclusive = small, poorly fitted or top-dose-only effect, or effect the other way, or a change in a side signal; inactive = no such curve, though single readings can be large or run the other way; the % refers to the polarisation;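 note: polarization taken with two DNA probes labelled with fluorescein and Texas red; potency is the fitted concentration of half-maximal effect; % of control where 0% means no effect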
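His-tagged ERG Ets domain (1 uM in the protein solution; 300mM KCl, 50mM Tris-HCl, 1mM EDTA, 1mM DTT, pH 7.5) received compound, then a probe mix of 5 nM fluorescein-DNA and 100nM Texas-615-DNA. Fluorescence polarization was read for both dyes.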
12-LOX inh – blocks human arachidonate 12S-lipoxygenase | P18054 | purified 12hLO, xylenol orange hydroperoxide absorbance | Potency, µM (series often up to 108 µM), inactives show at the top dose activity change, negative = inhibition, actives largely listed as inhibitors | 580,000 tested, 1.1% active | AID 1671190; note: potency is the fitted concentration of half-maximal effect; % is set by controls: 0 for no effect and ±100 for the full control effect
Target sequence (P18054 whole entry, looked up): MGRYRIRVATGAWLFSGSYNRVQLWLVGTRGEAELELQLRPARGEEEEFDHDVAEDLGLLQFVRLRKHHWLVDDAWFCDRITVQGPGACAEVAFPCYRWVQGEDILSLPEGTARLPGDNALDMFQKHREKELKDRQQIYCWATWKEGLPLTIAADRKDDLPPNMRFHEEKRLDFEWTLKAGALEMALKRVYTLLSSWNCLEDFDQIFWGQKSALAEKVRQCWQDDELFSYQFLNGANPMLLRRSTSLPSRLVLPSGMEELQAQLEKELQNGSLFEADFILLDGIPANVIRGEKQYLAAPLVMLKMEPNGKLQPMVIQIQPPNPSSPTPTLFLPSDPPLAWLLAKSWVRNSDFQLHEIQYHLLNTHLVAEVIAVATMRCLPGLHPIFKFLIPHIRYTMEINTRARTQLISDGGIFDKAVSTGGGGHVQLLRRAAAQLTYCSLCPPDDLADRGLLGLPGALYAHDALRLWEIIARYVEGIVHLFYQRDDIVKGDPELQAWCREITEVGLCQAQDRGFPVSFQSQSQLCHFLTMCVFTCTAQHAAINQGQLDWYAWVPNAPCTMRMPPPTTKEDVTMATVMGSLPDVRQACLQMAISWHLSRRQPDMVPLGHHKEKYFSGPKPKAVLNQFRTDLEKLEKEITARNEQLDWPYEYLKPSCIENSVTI
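Purified human 12hLO (150 nM final) in 25 mM Hepes, 0.01% Triton X-100, pH 7.0 was preincubated 15 min at room temperature with compound. Then 40 uM arachidonic acid was added, 30 min. Hydroperoxide was read by Fe-XO absorbance ratio 573/405 nm.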
Starred values were filed as active, the others as inactive; ? = inconclusive; nt = not tested or not shown; & = joins results of further samples; [ ] = another dose, or the depositor's remark. Unless noted, calls come from the whole dose curve; as a rule, active = well fitted curve in the direction sought with a large enough effect; inconclusive = small, poorly fitted or top-dose-only effect, or another doubt; inactive = no such curve, though single readings can be large; an effect the other way counts as inactive or inconclusive.

Values run as follows: APE1 inh, ERG-DNA inh, POLI inh, Pol beta inh, 12-LOX inh, TRHR ag, Pol kappa inh, Anesthetic bind, BLM inh
> Cc1nc2ccc(NC(=O)COc3ccccc3C)cc2s1
 : -3.4%, -4.1%, 48.1%[activator], 6.5%, ?, -1.9, -6.0%, -14.1%, -1.1%
> CCN(CCC(=O)Nc1cc([N+](=O)[O-])ccc1OC)Cc1ccccc1
 : 27.0%, 1.4%, -2.2%, 32.7%, -8.0%, -0.1, -16.7%, -2.8%, -9.1%
> CC(C)C[C@H](N)c1nnc(SCC(=O)Nc2ccc(Br)cc2)o1
 : -5.5%, 14.4%, -1.5%, -0.9%, -0.4%, 0.7, -12.9%, 9.5%, -0.9%
> CCCCCCCCCCS(=O)(=O)N/N=C/c1ccc([N+](=O)[O-])cc1
 : 2.0%, -4.0%, -6.8%, -9.7%, ?, 0.1, -18.4%, 20µM*, -15.4%
> COCCNC(=O)c1onc(CSc2ccccn2)c1C(=O)NCCOC
 : nt, -5.5%, 1.7%, nt, 0.1%, nt, -9.3%, nt, nt
> Cc1ccc(C)c(NC(=O)Cc2csc(-c3ccccc3)n2)c1
 : 7.7%, -1.1%, 11.2%, 78.7%, -24.8%, -1.0, -10.0%, 4.1%, 0.7%
> O=C(CN1C(=O)c2ccccc2C1=O)NC1CCCCC1
 : 0.8%, -8.6%, -10.7%, 24.9%, 13.5%, -1.2, -2.2%, ?, -1.8%
> N#Cc1ccc2c(c1)C[C@]1(CCCCN3C(=O)c4ccccc4C3=O)Oc3c(c(=O)oc4ccccc34)C2O1
 : -2.8%[12.4 µM], nt, nt, ?, nt, -0.1, nt, -11.7%[15.3 µM], -13.7%[12.4 µM]
> COc1ccc(-n2c(=O)[nH]cc(C(=O)N3CCc4ccccc43)c2=O)cc1
 : 3.9%, -5.5%, 33.5%, -14.9%, ?, -0.3, -2.8%, 0.1%, 0.5%
> Cc1ccccc1CNS(=O)(=O)c1csc(C(N)=O)c1
 : 70.8%[activator], 2.6%&-0.9%, 25.5%&8.5%, 30.1%&1.1%, ?, 0.1&0.5, 8.7%&-1.6%, -8.9%&-1.8%, 1.6%&0.9%
> Cc1cc(OCC(=O)OCC(=O)NC2CCCCCC2)ccc1Cl
 : 7.4%, 3.8%, -5.1%, nt, 6.7%, 0.1, -7.6%, nt, nt
> Cc1cc(NC(=O)c2cccc(Oc3ccccc3)c2)n[nH]1
 : 6.2%, -16.6%, 12.9%, 19.5%, 14.0%, 0.5, -4.3%, -9.5%, -2.0%
> O=C(NCC1CCCCC1)C1CCC(=O)N(CCc2cccc(F)c2)C1 (stereo not drawn)
 : 44.3%, -3.9%, 10.2%, -21.9%, -1.4%, 0.0, 0.8%, -8.4%, 0.0%
> COc1ccccc1C(=O)Nc1nc2ccc(S(C)(=O)=O)cc2s1
 : 4.1%, -8.7%, -6.0%[58.9 µM], 4.7%, ?, 0.3, -11.5%, -6.2%, -1.9%
> Cc1cc2n(n1)C(c1cc(C(C)(C)C)c(O)cc1O)Nc1ccccc1-2 (stereo not drawn)
 : nt, 1.6%, 7.8%, 29.5%, ?, -0.5, -12.2%, -8.6%, -21.8%
> COc1ccc(NC(=O)CS(=O)CC(=O)Nc2ccc(NC(C)=O)cc2)cc1 (stereo not drawn)
 : 5.3%[12.4 µM], 8.4%, 31.0%, 26.8%, 7.9%, 0.4, -2.9%, 15.3%, -8.6%
> CCC(C)Nc1nc2c(c(=O)n(C)c(=O)n2C)n1Cc1cccc(C)c1 (stereo not drawn)
 : 3.8%, -0.4%, 11.7%, 0.1%, -4.4%, 0.7, -14.4%, -11.6%, 0.8%
> O=C(O)c1cn(-c2ccc(F)cc2)c(=O)c2ccccc12
 : 1.5%, 3.2%, 49.7%[activator], 0.4%, 3.1%, 0.9, -3.9%, -7.5%, 2.3%
> CCOC(=O)c1[nH]c2cc(OC)c(OC)cc2c1NC(=O)C(C)N1CCN(Cc2ccccc2)CC1 (stereo not drawn)
 : 0.4%, 5.4%, 10.8%, 2.1%, 0.0%, -0.5, 7.1%, -20.3%, -5.1%
> Cc1ccc(S(=O)(=O)N(C)CCN(C)S(=O)(=O)c2ccc(C)cc2)cc1
 : nt, -7.8%, -2.5%, nt, -1.2%, nt, -23.9%, nt, nt
> Oc1ccc(CCNc2c3ccccc3nc3ccccc23)cc1O
 : ?, 2.5%, 39.8µM*, 7.08µM*, ?, 0.3, ?, -10.3%, -3.9%
> COc1ccc(-c2cnc(N)n2CC2CCCO2)cc1 (stereo not drawn)
 : -9.1%, 7.8%, 1.2%, 3.5%, 0.0%, -0.3, 2.0%, -23.1%, 5.3%
> CC(C)C[C@@H](CNCC(=O)[C@H](CC(=O)O)NC(=O)c1[nH]cnc1C(=O)N[C@H](CN)CC(C)C)NC(=O)c1nc[nH]c1C(=O)N[C@@H](Cc1ccccc1)C(=O)O
 : nt, 1.7%, ?, nt, -1.6%, nt, -0.8%, nt, nt
> O=C(Nc1ccccc1)OCCNC(=O)c1cccc(Br)c1
 : 49.9%[activator], -4.7%, -20.3%, -29.8%, 34.5%, -0.6, -7.4%, 2.0%, -9.2%
> COc1cc(OC)c(NC(=O)Cn2nc(C)n3cccc3c2=O)cc1Cl
 : nt, -1.3%, 2.2%, -1.9%, -20.7%, 0.1, -6.0%, -16.9%, -3.5%
> O=C(O)C1CCCN1C(=O)c1cccs1 (stereo not drawn)
 : 10.0%, 5.2%, 4.5%, -9.6%, 22.0%, 0.0, -4.6%, -3.5%, 3.0%
> COc1ccc(NCN2C(=O)C3C4C=CC(C4)C3C2=O)cc1 (stereo not drawn)
 : -2.1%, -5.7%, 22.7%, -25.1%, -2.1%, -0.4, -0.3%, -12.9%, -1.0%
> CCN(CC(=O)NCc1ccncc1)S(=O)(=O)c1ccccc1
 : 77.5%[activator], 6.1%, 78.8%[activator], -3.5%, -17.7%, 1.0, -9.0%, 6.1%, -1.0%
> [O-]/[N+](=C/c1ccco1)c1ccccc1
 : 34.7%, -7.4%, 13.0%, 26.4%, ?, 0.4, -17.0%, -8.6%, -0.5%
> Cc1ccc(-n2c(CCc3nc4ccccc4[nH]3)n[nH]c2=S)cc1
 : 7.2%, 2.5%, 18.2%, -1.0%, ?, -0.3, -6.4%, -7.5%, -5.7%

Of the compounds above, two contain a nitro group on carbon:
Values run as follows: APE1 inh, ERG-DNA inh, POLI inh, Pol beta inh, 12-LOX inh, TRHR ag, Pol kappa inh, Anesthetic bind, BLM inh
> CCN(CCC(=O)Nc1cc([N+](=O)[O-])ccc1OC)Cc1ccccc1
 : 27.0%, 1.4%, -2.2%, 32.7%, -8.0%, -0.1, -16.7%, -2.8%, -9.1%
> CCCCCCCCCCS(=O)(=O)N/N=C/c1ccc([N+](=O)[O-])cc1
 : 2.0%, -4.0%, -6.8%, -9.7%, ?, 0.1, -18.4%, 20µM*, -15.4%

Later entries
Values run as follows: APE1 inh, ERG-DNA inh, POLI inh, Pol beta inh, 12-LOX inh, TRHR ag, Pol kappa inh, Anesthetic bind, BLM inh
> O=C(CN1CCC(n2nnc3cc(C(F)(F)F)ccc32)CC1)NNC(=O)c1ccco1
 : 13.8%, 7.5%, ?, -15.7%, 5.2%, 1.1, -6.9%, -4.8%, -3.3%
> COc1ccc2cc3cc(C(=O)NCC4COc5ccccc5O4)oc3nc2c1 (stereo not drawn)
 : -3.7%, -2.6%, -8.3%, 6.0%, -21.2%, -0.5, -10.8%, -7.4%, -4.1%
> CC(/C=C1\SC(=S)N(NS(=O)(=O)c2ccccc2)C1=O)=C\c1ccccc1
 : 0.1%, 35.9%[activator], ?, -38.5%, ?, -0.4, -4.5%, 3.5%, -10.8%
> C[C@@H]1CN([C@@H](C)CO)C(=O)c2cc(NC(=O)C3CC3)ccc2O[C@@H]1CN(C)C(=O)NC1CCCCC1
 : -5.6%, 6.4%, -9.9%, nt, -1.7%, nt, 10.0%, nt, nt
> O=C(N/N=C\c1ccc(-c2ccc([N+](=O)[O-])cc2)o1)C1COc2ccccc2O1 (stereo not drawn)
 : -2.6%, -4.1%, 10.4%, -24.3%, -22.5%, 0.3, 1.4%, -15.6%, -6.3%
> COc1ccc(NC(=O)CN(C)C(=O)c2ccc(NS(=O)(=O)c3ccc(C)c([N+](=O)[O-])c3)cc2)cc1
 : 1.0%, -1.0%, 12.5%, nt, -17.0%, 0.3, -7.6%, nt, nt
> COc1ccc(NCc2nnc(SCC(=O)Nc3nc(-c4ccccc4)cs3)n2-c2ccccc2)cc1
 : 1.9%, -0.8%, 22.8%, 2.0%, -9.6%, 1.0, 0.1%, -10.0%, 1.0%
> Cc1cccc(N(C)C(=O)CCS(=O)(=O)c2cc3c(cc2Cl)NC(=O)CO3)c1
 : 7.8%, -0.8%, -28.2%, -10.1%, 12.5%, 0.0, -7.5%, -11.1%, -1.2%
> COc1ccc2[nH]c(C(=O)O)c(NS(=O)(=O)c3ccc(OC)c(OC)c3)c2c1
 : -1.2%, 2.5%, 25.9%, 71.7%, -18.4%, 0.2, 0.3%, 4.0%, -6.7%
> O=C(CCCCCNc1nc(=S)[nH]c2ccccc12)NCCc1ccc(Cl)cc1
 : 16.0%, -7.3%, 16.7%, 21.0%, 5.1%, 0.6, 5.3%, -5.5%, -8.7%
> CCCC(=O)Nc1ccc(C(=O)Nc2nnc(COC)s2)cc1
 : -15.8%, 0.7%, 22.5%, 36.8%, -2.4%, -0.1, 0.6%, -3.5%, -3.4%
> Cc1cc(C)cc(NC(=O)CCNS(=O)(=O)c2cc(Br)cnc2N)c1
 : 23.4%, 8.1%, 30.3%[activator], 80.9%, -0.2%, -0.6, -5.8%, -10.1%, -2.2%
> O=C(N/N=C/c1ccccc1Cl)c1cccc(F)c1
 : -4.7%, 3.7%, -1.4%, 40.0%, 15.6%, -0.8, -0.9%, -13.7%, -3.2%

This is a subset, so the mix of outcomes need not match the whole.
